# GLP1R cytotox – cytotoxicity in counter-screen for GLP-1R inverse agonists; HEK293 cAMP-luciferase reporter cells, luminescence, 24 h; Potency, µM (titrated, usually from 38.3 µM), without a hit: at the top dose activity change, negative = inhibition, hits mostly inhibitors; 410,000 compounds, 0.13% hits; AID 624418;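 further: loss of luciferase light is scored as toxicity; potency means the concentration at half of the fitted maximal effect; on the % scale 0 is the no-effect control and ±100 the full control effect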
#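 MLSMR compounds, 24 hr on cells at 37 deg C/5% CO2; luminescence after luciferase reagent (12 min RT). Inhibition counted as the undesired cytotoxic outcome.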
# TDP43 rescue – inhibitors of TDP-43 toxicity in yeast; TDP-43 expressing yeast growth rescue, BacTiter-Glo, 24 h; Potency, µM (titrated, usually from 46.1 µM), for the others: top-dose growth rescue (activation), usual class: activators; 410,000 compounds, 1.8% hits; further: potency means the concentration at half of the fitted maximal effect; % of control where 0% means no effect; nearly all actives have a fitted effect of over 50% in size
#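 Readout is BacTiter-Glo luminescence of cell growth, so inhibitors register as activators. TDP-43-expressing yeast at OD600=0.02 in galactose medium, after raffinose pregrowth to mid-log, were incubated with compound for 24 hr at 30 deg C.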
# GLP1R inv ag – acts as inverse agonist at human GLP-1 receptor. HEK293 GLP-1R CRE-luciferase, luminescence, 24 h; GLP-1R form is constitutively active. Potency, µM (series often up to 38.3 µM), inactives show top-dose activity change, negative = inhibition, usual class: inhibitors. 410,000 compounds, 1.6% hits. AID 624417; further: potency means the concentration at half of the fitted maximal effect; on the % scale 0 is the no-effect control and ±100 the full control effect; nearly all actives have a fitted effect of over 55% in size
# Target sequence (P43220 whole entry, looked up): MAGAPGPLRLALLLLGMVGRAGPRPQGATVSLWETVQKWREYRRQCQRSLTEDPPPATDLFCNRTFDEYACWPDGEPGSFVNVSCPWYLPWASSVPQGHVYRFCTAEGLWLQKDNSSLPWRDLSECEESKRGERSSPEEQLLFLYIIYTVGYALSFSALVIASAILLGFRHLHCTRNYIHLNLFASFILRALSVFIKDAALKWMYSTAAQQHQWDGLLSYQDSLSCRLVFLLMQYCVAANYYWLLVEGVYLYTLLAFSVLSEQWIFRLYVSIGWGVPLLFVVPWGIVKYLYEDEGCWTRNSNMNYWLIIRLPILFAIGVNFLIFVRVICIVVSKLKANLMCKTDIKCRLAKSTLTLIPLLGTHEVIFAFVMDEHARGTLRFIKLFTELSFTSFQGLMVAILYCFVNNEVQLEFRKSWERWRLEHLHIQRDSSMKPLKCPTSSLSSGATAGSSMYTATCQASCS
#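 Seeding at 200 cells/uL, 12 h culture, 24 hr compound treatment, then luciferase reagent and a luminescence read; cells are HEK293 stably expressing a constitutively active GLP-1R plus cAMP-responsive luciferase.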
# PTHR1 ag – activates the human parathyroid hormone receptor PTHR1. Q03431. HEK293 GP2 PTHR1 cells, GloSensor cAMP luminescence, 1 h. Potency, µM (series often up to 115 µM), for inactives: at the highest dose activation, most hits filed as activators. 410,000 compounds, 0.075% hits; further: potency means the concentration at half of the fitted maximal effect; nearly all actives have a fitted effect of over 55% in size; some results filed as inactive show a strong effect at the top dose; inactives centre near -15; many of its hits are not listed in these tables
# Target sequence (Q03431 whole entry, looked up): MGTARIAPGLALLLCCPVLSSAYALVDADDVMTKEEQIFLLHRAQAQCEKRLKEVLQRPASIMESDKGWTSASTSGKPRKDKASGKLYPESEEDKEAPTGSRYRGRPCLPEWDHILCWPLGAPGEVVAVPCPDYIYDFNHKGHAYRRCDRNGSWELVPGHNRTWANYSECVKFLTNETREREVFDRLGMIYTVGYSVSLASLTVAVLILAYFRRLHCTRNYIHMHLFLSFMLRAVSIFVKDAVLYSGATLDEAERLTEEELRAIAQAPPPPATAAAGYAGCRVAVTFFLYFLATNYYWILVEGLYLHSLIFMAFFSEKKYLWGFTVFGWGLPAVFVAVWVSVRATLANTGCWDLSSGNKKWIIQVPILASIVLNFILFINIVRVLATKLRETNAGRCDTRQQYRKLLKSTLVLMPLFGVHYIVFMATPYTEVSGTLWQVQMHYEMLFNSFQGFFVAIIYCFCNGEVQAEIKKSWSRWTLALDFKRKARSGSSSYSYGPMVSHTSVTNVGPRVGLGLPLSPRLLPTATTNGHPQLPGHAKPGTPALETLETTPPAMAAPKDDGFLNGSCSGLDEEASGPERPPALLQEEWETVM
#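 HEK-293-derived GP2 cells expressing PTHR1 and a GloSensor cAMP reporter, 3,000/well, plated overnight, given luciferin plus IBMX (each 0.5 mM as added) for 1 h at 37 °C, then compound for 1 h at 37 °C. Luminescence was read after 15 min at room temperature.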
# Akt phos inh – inhibitors of Akt phosphorylation. Neuro2A IGF-stimulated pAkt S473 HTRF, 20 min; active compounds read low. 360,000 compounds, 0.32% hits. activity change, % for hits at 50 µM; in the data active means activity change below about -80%; inconclusive means mostly about -51% to -80%; further: on the % scale 0 is the no-effect control and ±100 the full control effect
#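 Single-point screen (50 µM final compound) in Neuro2A cells stimulated 20 min with 6 nM IGF at 37 deg C. After lysis, Ser473-phosphorylated Akt read by HTRF (ex 330 nm, em 615/665 nm) as the 665/615 ratio.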
# aSyn yeast inh – alpha-synuclein toxicity inhibition in yeast. Yeast expressing alpha-synuclein, growth rescue, BacTiter-Glo, 24 h. Potency, µM (doses to about 46.1 µM), for the others: at the top dose growth rescue (activation), actives largely listed as activators. 370,000 compounds, 0.14% hits; further: potency means the concentration at half of the fitted maximal effect; % of control where 0% means no effect; nearly all actives have a fitted effect of over 65% in size
#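 Screening used galactose-induced yeast with toxic alpha-synuclein levels, exposed to compound for 24 hr at 30 deg C. Cell growth, read with BacTiter-Glo luminescence, gave the measured signal.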
# Abeta rescue – A-beta toxicity reversal in yeast. yeast expressing A-beta42, growth rescue, OD600, 48 h; response scale: 0% DMSO, 100% iron-clioquinol control. Potency, µM (titrated, usually from 46.1 µM), for inactives: at the highest dose growth rescue, most hits filed as activators. 410,000 compounds, 0.063% hits. AID 1347071; further: potency means the concentration at half of the fitted maximal effect; nearly all actives have a fitted effect of over 55% in size
#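 Growth rescue measured by 600 nm absorbance after 48 h yeast culture at 30 C with compound. Values normalized between DMSO and an equimolar ferric chloride plus clioquinol control.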
# FUS suppressor – FUS proteinopathy suppression in yeast; S. cerevisiae FUS-expressing, growth rescue, OD600, 24 h; Potency, µM (highest dose often 76.6 µM), for inactives: at the highest dose growth rescue (activation), hits mostly activators; 390,000 compounds, 0.24% hits;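 further: potency means the concentration at half of the fitted maximal effect; plate controls were DMSO vehicle for no effect and reference control for full effect; nearly all actives have a fitted effect of over 55% in size; some results filed as inactive show a strong effect at the top dose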
#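 FUS-expressing yeast, raffinose-pregrown, induced in 2% galactose minimal medium at OD 0.005; compounds in a dilution series, 24hr at 30C. Growth restoration read as absorbance at 600 nm. CP55940 positive control, DMSO negative.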
# Mm-Cpn inhibitor – M. maripaludis TRiC chaperonin inhibition | Potency, µM (top dose mostly 76.9 µM), for the others: at the highest dose activity, negative = inhibition, most hits filed as inhibitors | 330,000 compounds, 0.031% hits | AID 504842 | purified Mm-Cpn ATPase, ADP Transcreener TR-FRET; further: potency means the concentration at half of the fitted maximal effect; on the % scale 0 is the no-effect control and ±100 the full control effect; nearly all actives have a fitted effect of over 80% in size
#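 TR-FRET (320 nm excitation; 590 and 665 nm emission) reports ADP made from 10 uM ATP by 25 nM enzyme; compounds were preincubated 10 min, reaction run 30 min, both at 37°C.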
# Numbers without * were called inactive; i = inactive; ? = inconclusive; · = no result given; [ ] = remark or other dose. Unless noted, the call rests on the fitted dose curve; in most records, active means well fitted curve in the direction sought with a large enough effect; inconclusive means small, poorly fitted or top-dose-only effect, or another doubt; inactive means no such curve, though single readings can be large; an effect the other way counts as inactive or inconclusive.
# Order of values – Abeta rescue	GLP1R cytotox	TDP43 rescue	FUS suppressor	Akt phos inh	GLP1R inv ag	aSyn yeast inh	Mm-Cpn inhibitor	PTHR1 ag
> O=C(CN(c1ccc(Cl)c(C(F)(F)F)c1)S(=O)(=O)c1ccccc1)Nc1cccnc1
  -5%	5%	13%	41%	·	-7%	·	·	-24%
> Cc1ccc(NC(=O)C(CC(C)C)NC(N)=O)cc1 (stereo not given)
  -2%	9%	14%	11%	i	0%	4%	1%	i
> CCC(C)N1C(=O)N(c2cccc(Cl)c2)C(C)(O)CC1(C)C (stereo not given)
  1%	12%	11%	-26%	i	?	-1%	-2%	i
> C=CCOC(=O)C1=C(C)Nc2nnnn2C1c1cccc(OC)c1OC (stereo not given)
  -4%	2%	-5%	-14%	·	-3%	-2%	2%	-3%[57.5 µM]
> OCC(O)/C=N/Nc1nc(N2CCCCC2)nc(N2CCCCC2)n1 (stereo not given)
  2%	1%	18%	8%	i	5%	-4%	1%	-7%
> COC(=O)c1ccc(-c2ccc(/C=N/NC(=O)CC3(C)OCCCO3)o2)cc1
  9%	8%	-6%[0.397 µM]	14%	i	116%[activator]	-11%	-2%	0%
> CC(=O)Nc1ccc(-n2c(C)nc(=O)c(-c3ccccc3)c2C)cc1
  1%	2%	-5%	-1%	i	10%	0%	0%	i
> Cc1sc(NC(=O)C2CCCCC2C(=O)O)c(C(N)=O)c1-c1ccc(C(C)C)cc1 (stereo not given)
  -11%	-3%	18%	-4%	i	-24%	-6%	-13%	-28%
> Cc1ccc(C(C)C)cc1OCC(=O)NCCCn1ccnc1
  -5%	5%	-19%	7%	i	?	-9%	-2%	i
> CN(CCCC(=O)Nc1ccc(Br)cc1F)S(=O)(=O)c1ccccc1
  -8%	-11%	26%	12%	i	?	7%	0%	-33%[inhibitor]
> CC1/C(=N/O)CC(c2ccco2)NC1c1ccco1 (stereo not given)
  13%	-3%	12%	-12%	i	0%	4%	1%	i
> Cc1cccc2cc(COC(=O)COc3ccccc3)c(=O)[nH]c12
  12%	-6%	3%	17%	i	10%	-2%	-2%	-4%[57.5 µM]
> CC1CCCC(C)N1NC(=O)c1ccc(Cl)c(S(N)(=O)=O)c1 (stereo not given)
  0%	5%	15%	-32%	i	8%	-7%	0%	-8%
> Cc1ccc(-c2c[n+](=O)c3c(n2[O-])CCC3)cc1
  0%	1%	-1%	3%	i	6%	1%	0%	-27%
> O=C(COC(=O)c1ccccc1O)Nc1ccc(N2CCOCC2)cc1
  -7%	11%	-4%	-1%	i	5%	-3%	-1%	-12%
> CC(C)c1ccc(NS(=O)(=O)c2ccc(-n3cccn3)cc2)cc1
  6%	-15%	3%	4%	i	?	-1%	4%	-15%
> CC1CC(C)CN(CCCNS(=O)(=O)c2cc(Br)cc3c2N(C(=O)C2CC2)CC3)C1 (stereo not given)
  0%	-15%	-8%	17%	i	6%	-3%	-1%	-14%
> Cc1cccc(C2Nc3cccc4cccc(c34)N2)c1
  -12%	-29%	-5%	-28%	i	18%	-4%	0%	-39%[inhibitor]
> O=S(=O)(c1ccc2nc(N3CCN(c4ccc(F)cc4)CC3)ccc2c1)N1CCCCC1
  ·	-5%	2%	8%	i	19%	5%	3%	-13%
> O=C1COc2ccc(-c3csc(=Nc4ccc(OC(F)F)cc4)n3CC3CCCO3)cc2N1 (stereo not given)
  25%	-1%	20%	12%	i	0%	1%	0%	0%[57.5 µM]
> COc1ccc(C(=O)N2CCOC2CNC(=O)C(=O)NCc2ccco2)cc1 (stereo not given)
  3%	-1%[7.66 µM]	5%	13%	i	13%[7.66 µM]	5%	-1%	i
> CCc1nc2ccc(C(=O)N3CCN(C(C)=O)CC3)cn2c1N(CCC(C)C)CCN(C)C
  -3%	3%	1%	-16%	i	24%	-4%	·	-12%
> Nn1c(SCC(=O)NNC(=O)c2ccccc2)nnc1-c1ccccc1F
  5%	-20%	-26%	9%	i	18%	-7%	3%	0%
> COc1ccc(C(=O)CSc2n[nH]c(=O)[nH]c2=O)cc1
  -6%	-10%	-2%	-32%	i	1%	1%	-4%	-12%
> Cc1ccc(C(=O)COC(=O)CNC(=O)c2ccccc2)s1
  -15%	-27%	5%	-21%	i	23%	0%	0%	-18%
> COc1ccc(C(=O)COC(=O)c2sc(C)nc2C)cc1F
  6%	2%	1%	·	i	18%	-4%	-14%	-24%
> CCOc1ccc(CCNC(=O)CCCN2C(=O)c3ccccc3C2=O)cc1OCC
  -6%	3%	0%	23%	i	5%	2%	-1%	i
> CCC1=NN(C(=O)C(=O)Nc2ccc(Br)cc2)C(O)(C(F)(F)F)C1 (stereo not given)
  0%	?	-15%	11%	i	?	18%	3%	-81%[inhibitor]
> COc1ccc(C(=Cc2ccccc2[N+](=O)[O-])C(=O)O)cc1
  -5%	-7%	4%	6%	i	4%	-2%	·	-2%
> CCc1cccc(OCC(=O)Nc2ccc(C(=O)O)cc2NC(=O)COc2cccc(CC)c2)c1
  -1%	-21%	5%	16%	i	-7%	-12%	-1%	-24%

# Results in Mm-Cpn inhibitor, GLP1R inv ag and GLP1R cytotox (two entries from above):
molecule | Mm-Cpn inhibitor | GLP1R inv ag | GLP1R cytotox
CCOc1ccc(CCNC(=O)CCCN2C(=O)c3ccccc3C2=O)cc1OCC | -1% | 5% | 3%
CCC1=NN(C(=O)C(=O)Nc2ccc(Br)cc2)C(O)(C(F)(F)F)C1 (stereo not given) | 3% | ? | ?

# (listing goes on)
# Order of values – Abeta rescue	GLP1R cytotox	TDP43 rescue	FUS suppressor	Akt phos inh	GLP1R inv ag	aSyn yeast inh	Mm-Cpn inhibitor	PTHR1 ag
> O=C(CCCn1c(=O)c2cccn2c2cccnc21)N1CCN(c2ccccc2F)CC1
  -17%	-3%	16%	-15%	i	6%	8%	3%	i
> CCCCN(c1ccccc1)c1ncnc(N)c1[N+](=O)[O-]
  -7%	-13%	19%	22%	i	?	9%	0%	-18%[57.5 µM]
> Cc1ccccc1-c1noc(-c2nnn(-c3ccccc3C)c2N)n1
  0%	6%	27%	-8%	·	10%	·	·	i
> O=C(CCN1CCCCC1)Nc1ccc(Br)cc1
  -7%	31%	-3%	16%	i	-29%	-5%	1%	i
> CCOC(=O)c1c(NC(=O)/C(C#N)=C/c2ccc(OC)cc2)sc2c1CCC2
  -13%	1%	20%	-22%	·	6%	·	·	-21%
> O=S(=O)(Nn1cnnc1)c1ccccc1Cl
  18%	-12%	10%	-6%	i	-1%	-12%	0%	i
> CCc1ccc(Cn2c(CNS(=O)(=O)c3ccc4c(c3)CCCC4)nc3cccnc32)cc1
  8%	-3%	-8%	7%	·	?	·	·	-37%[inhibitor]
> COc1ccc(C2CC(=O)c3cnn(-c4nc(C)cc(C)n4)c3C2)cc1OC (stereo not given)
  -10%	3%	-15%	19%	i	96%[activator]	-13%	0%	i
> C#CCOCCOCCOCCNc1nc(N2CCOCC2)nc(N2CCN(C(=O)[C@H](Cc3cc4ccccc4[nH]3)n3cc([C@@H](N)C(C)CC)nn3)CC2)n1 (stereo not given in full)
  3%	-9%	4%	21%	i	-13%	2%	·	i
> Cc1ccc(N2CC(C(=O)N(C)CC(=O)Nc3ccc(Cl)c(C(F)(F)F)c3)CC2=O)cc1 (stereo not given)
  6%	-12%	13%	?	i	?	0%	2%	-4%
> COCCn1c(SCC(=O)N2CCCc3ccccc32)nc2ccccc2c1=O
  -1%	-28%	12%	38%	i	?	0%	0%	-6%
> COc1ccc(S(=O)(=O)N2CCOC2CNC(=O)C(=O)NCCc2ccccc2)cc1OC (stereo not given)
  1%	4%	22%	7%	i	9%	0%	-3%	-35%[inhibitor]
> CCOC(=O)c1c(C)[nH]c(C(=O)O)c1C
  -6%	-16%	0%	-9%	i	14%	0%	1%	i
> COCCNc1nc(N)c([N+](=O)[O-])c(NCCO)n1
  -3%	-2%	5%	-6%	i	37%[activator]	0%	-2%	i
> Cc1cc(C)c(NC(=O)C(C)n2c(=O)c(C(F)(F)F)nc3ccccc32)c(C)c1 (stereo not given)
  -12%	1%	10%	-9%	·	6%	·	·	i
> CCCS(=O)(=O)c1c(S(=O)(=O)CCC)c2cnccn2c1C(=O)c1ccc(CC)cc1
  20%	-1%	7%	31%	i	?	7%	-3%	0%[57.5 µM]
> Cc1ccccc1C(=O)NCC(=O)Nc1ccc(C)c(S(=O)(=O)N2CCCCCC2)c1
  6%	-24%	10%	·	i	-31%	3%	1%	-41%[inhibitor]
> Cc1cc(OCC(=O)NCCc2nc3ccccc3[nH]2)cc(C)c1Cl
  -1%	-1%	7%	9%	·	?	·	·	i
> COc1ccc(CC(=O)Nc2ccc(S(=O)(=O)N3CCC(C)CC3)cc2)c(OC)c1
  1%	2%	0%	29%	i	?	29%	-2%	-25%
> CC(=O)NC1=NN(C(C)=O)C(c2cccs2)S1 (stereo not given)
  10%	-5%	0%	1%	i	-1%	1%	-1%	i
> Cc1ccc(C(=O)c2ccccc2C(=O)O)cc1C
  2%	12%	12%[9.22 µM]	-6%	i	14%	3%	0%	i
> COc1cc(NC(=O)C2CCN(S(=O)(=O)c3ccc(N4CCCC4=O)cc3)CC2)cc(OC)c1
  23%	4%	5%	18%	i	-4%	-2%	2%	i
> CC(=O)NC(c1ccc(Cl)cc1)c1c(O)ccc2ccc(O)cc12 (stereo not given)
  -2%	-3%	-19%	26%	i	?	-7%	-4%	-11%

# Screening results as filed in PubChem.

# An excerpt; rates above refer to the full screens.
